Pol eta inh: blocks human DNA polymerase eta activity; AID 588591; recombinant Pol eta, fluorescent DNA replication assay; Potency, µM (titrated, usually from 114 µM), inactives show at the highest dose activity change, negative = inhibition, most hits filed as inhibitors; Q9Y253; 1.2% of 390,000 active; further: on the % scale 0 is the no-effect control and ±100 the full control effect
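Fluorescent replication assay: 50 nM final substrate added after a 15 min room-temperature compound preincubation with 10 nM enzyme. Signal taken at 0 min and again at 10 min.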
BAZ2B inh: blocks human BAZ2B. 4.4% of 360,000 active. Potency, µM (highest dose often 114 µM), without a hit: at the highest dose activity change, negative = inhibition, usual class: inhibitors. Q9UIF8. AlphaScreen BAZ2B-H3K14Ac peptide displacement; further: on the % scale 0 is the no-effect control and ±100 the full control effect; nearly all actives have a fitted effect of over 60% in size
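AlphaScreen displacement: compounds (up to 110uM) incubated 30 min at room temperature with a preformed 50 nM BAZ2B/50 nM biotinylated H3K14Ac peptide complex in PBS pH 7.4 with Tween-20. Donor and acceptor beads at 10 ug/mL final added, 20 min light-protected before reading.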
G9a inh: blocks human histone lysine methyltransferase G9a. Potency, µM (doses to about 102 µM), inactives show at the highest dose activity, negative = inhibition, usual class: inhibitors. 8.8% of 350,000 active. G9a H3K9 monomethylation, AlphaScreen, 2 h. AID 504332; further: on the % scale 0 is the no-effect control and ±100 the full control effect; nearly all actives have a fitted effect of over 75% in size
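AlphaScreen detection with an anti-monomethyl H3K9 antibody quantified product after a 2 h room-temperature reaction containing 500 nM biotinylated H3K9 peptide, 20 µM SAM and 20 nM enzyme, which had been preincubated 15 min with compound.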
Pol beta inh: DNA polymerase beta (human) inhibition; 1.3% of 340,000 active; P06746; Pol beta primer extension/strand displacement, fluorescence kinetic; Potency, µM (doses to about 114 µM), for the others: top-dose activity change, negative = inhibition, usual class: inhibitors; further: on the % scale 0 is the no-effect control and ±100 the full control effect
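Reaction started by 50 nM substrate onto compound-treated Pol beta (10 nM, 15 min preincubation, room temperature); plates read at 0 min and 10 min. Normalized concentration-effect data fitted by four-parameter Hill equation.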
JMJD2A Tudor: JMJD2A Tudor domain (human) inhibition | O75164 | AlphaScreen JMJD2A-Tudor / H3K4me3 peptide binding | Potency, µM (series often up to 114 µM), without a hit: at the top dose activity change, negative = inhibition, most hits filed as inhibitors | 4.4% of 390,000 active | AID 504339; further: on the % scale 0 is the no-effect control and ±100 the full control effect; nearly all actives have a fitted effect of over 50% in size
Target sequence (O75164 whole entry, looked up, the tested form may be a part): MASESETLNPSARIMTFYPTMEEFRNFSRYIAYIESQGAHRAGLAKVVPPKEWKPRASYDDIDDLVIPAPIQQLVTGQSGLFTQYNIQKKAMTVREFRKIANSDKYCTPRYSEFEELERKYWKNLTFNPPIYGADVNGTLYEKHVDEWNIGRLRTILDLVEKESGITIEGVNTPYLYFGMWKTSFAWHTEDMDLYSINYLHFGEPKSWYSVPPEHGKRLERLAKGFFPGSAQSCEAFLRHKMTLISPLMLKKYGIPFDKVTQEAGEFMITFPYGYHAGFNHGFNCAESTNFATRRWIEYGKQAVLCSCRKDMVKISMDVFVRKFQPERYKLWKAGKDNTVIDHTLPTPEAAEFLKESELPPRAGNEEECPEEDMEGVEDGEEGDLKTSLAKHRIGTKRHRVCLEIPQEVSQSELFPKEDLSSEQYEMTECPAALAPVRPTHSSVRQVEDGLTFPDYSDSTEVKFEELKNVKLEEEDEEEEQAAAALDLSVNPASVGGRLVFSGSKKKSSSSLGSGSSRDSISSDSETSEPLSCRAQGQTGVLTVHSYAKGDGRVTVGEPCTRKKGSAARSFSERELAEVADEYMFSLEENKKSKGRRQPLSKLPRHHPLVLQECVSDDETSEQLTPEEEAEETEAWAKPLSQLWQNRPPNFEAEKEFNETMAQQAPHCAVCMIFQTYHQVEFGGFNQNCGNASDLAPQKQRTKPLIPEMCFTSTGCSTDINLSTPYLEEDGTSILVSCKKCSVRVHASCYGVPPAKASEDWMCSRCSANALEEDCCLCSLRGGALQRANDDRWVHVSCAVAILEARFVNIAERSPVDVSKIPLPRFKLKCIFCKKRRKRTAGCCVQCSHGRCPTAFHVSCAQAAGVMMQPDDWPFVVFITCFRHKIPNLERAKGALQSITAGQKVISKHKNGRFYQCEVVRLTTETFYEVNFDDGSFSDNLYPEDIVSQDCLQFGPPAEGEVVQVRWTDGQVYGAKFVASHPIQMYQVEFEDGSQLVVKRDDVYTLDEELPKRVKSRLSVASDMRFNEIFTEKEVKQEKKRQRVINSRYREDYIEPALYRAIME
BLM helicase inh: inhibitors of human Bloom syndrome helicase BLM; AID 2528; recombinant BLM DNA unwinding, fluorescence dequenching; 0.2% of 350,000 active; Potency, µM (series often up to 56.1 µM), for the others: at the highest dose activity change, negative = inhibition, actives largely listed as inhibitors; P54132;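 further: plate controls were vehicle for no effect and no enzyme for full effect; nearly all actives have a fitted effect of over 35% in size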
Pol iota inh: inhibitors of human DNA polymerase iota | 1% of 390,000 active | AID 588590 | Q9UNA4 | Potency, µM (doses to about 115 µM), for the others: top-dose activity, negative = inhibition, actives largely listed as inhibitors | Pol iota fluorescent replication assay, 10 min
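Pol iota at 10 nM preincubated 15 min with compounds at room temperature; reaction started with fluorescent substrate, 50 nM final. Fluorescence read kinetically at 0 and 10 min; buffer-only wells as negative control.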
APE1 inh: blocks human APE1 abasic DNA cleavage; P27695; recombinant APE1, TAMRA/BHQ-2 abasic DNA cleavage fluorescence; Potency, µM (doses to about 65.8 µM), for inactives: at the highest dose activity change, negative = inhibition, hits mostly inhibitors; 0.35% of 350,000 active; AID 2517;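 further: plate controls were vehicle for no effect and reference inhibitor for full effect; nearly all actives have a fitted effect of over 55% in size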
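Endonuclease cleavage of a quenched abasic-site DNA duplex (50 nM) by APE1 (0.75 nM) was tracked by TAMRA dequenching. Compounds were preincubated with enzyme 15 min at room temperature; data normalized to buffer-only and DMSO wells plus NSC13755 control.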
POLK inh: blocks human DNA polymerase kappa activity. AID 588579. Potency, µM (doses to about 107 µM), for the others: top-dose activity, negative = inhibition, hits mostly inhibitors. 0.53% of 400,000 active. Q9UBT6. purified Pol kappa, fluorescent DNA synthesis assay, 10 min; further: on the % scale 0 is the no-effect control and ±100 the full control effect
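50 nM final substrate added after 15 min RT preincubation of 10 nM Pol kappa with compound; fluorescence read at 0 and 10 min.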
* marks the source's active call; other numbers are inactive results; ? = inconclusive; nt = no result given; [ ] = dose if it differs, or a comment. The call rests on the fitted dose curve; in most records, active means well fitted curve in the direction sought with a large enough effect; inconclusive means small, poorly fitted or top-dose-only effect, or another doubt; inactive means no such curve, though single readings can be large; an effect the other way counts as inactive or inconclusive. Potency means the concentration at half of the fitted maximal effect.

SMILES	Pol eta inh	BAZ2B inh	G9a inh	Pol beta inh	JMJD2A Tudor	BLM helicase inh	Pol iota inh	APE1 inh	POLK inh
Cc1cccc(N=C2NC(=O)/C(=C/C=C/c3ccco3)S2)c1C	1.8µM*	22µM*	18µM*	2.5µM*	40µM*	?	3.5µM*	?	14µM*
COC(=O)c1ccc(Oc2c(F)c(F)nc(N3CCOCC3)c2F)cc1	-22%	-29%	4%[59 µM]	-5%	57%[activator]	-11%	19%	1%	-3%
FC(F)(F)c1n[nH]c(=S)n1/N=C/c1ccco1	-20%	-8%	3.5µM*	31%	?	1%	110%[activator]	5%	1%
COc1cc2oc(=O)cc(-c3ccc(-c4ccc(NC(C)=O)cc4)cc3)c2c(OC)c1OC	nt	nt	24%[59 µM]	nt	nt	-5%[75.6 µM]	nt	1%	-5%[60.1 µM]
O=C(CCNC(=O)c1ccccc1Cl)NNC(=O)c1ccccc1O	-10%	-2%	-37%[2.33 µM]	nt	-19%	nt	11%	25%	-6%
Cn1c(N=Nc2ccccc2)nc2ccccc21	-6%	50µM*	?	-29%	?	-1%	14%	2%	-9%
COC(=O)CN(c1cc(OC)ccc1OC)S(=O)(=O)c1ccc(OC)c(OC)c1	-12%	-2%	-8%[59 µM]	-12%	-15%	-1%	?	-5%	0%
COc1ccc(COC(=O)c2ccc(Br)c(S(=O)(=O)N3CCOCC3)c2)cc1F	?	33%[activator]	-49%	nt	-14%	nt	-9%	-6%	-9%
COc1ccc(NC(=O)CSC2=Nc3ccccc3C3=NC(CC(=O)NCc4ccccc4OC)C(=O)N23)cc1Cl (stereo not given)	-18%	4%	-2%[59 µM]	-12%	-8%	-2%	24%	nt	4%
COc1ccccc1N1CCN(S(=O)(=O)CCNC(=O)C(c2ccccc2)c2ccccc2)CC1	-16%	-17%	6%[59 µM]	-12%	-25%	-5%	-3%	nt	-7%[60.1 µM]
CC1(C)CC(=O)C(N=Nc2ccc(Br)cc2)=C(O)C1	-2%	-28%	-27%	-1%	-10%	1%	27%	2%	-6%
C=CCc1c(C)nc(SC)nc1Nc1ccc(C(C)=O)cc1	0%	0%	21%[59 µM]	1%	-18%	-1%	5%	?	-8%
Cc1ccc2nc(-c3ccc(NC(=O)CSc4nccc(=O)[nH]4)cc3)sc2c1	-17%	-10%	?	35µM*	-19%	-9%	95%[activator]	-5%	-12%
NC(=O)COC(=O)[C@@H]1CC(O)CN1S(=O)(=O)c1ccc2c(c1)OCCO2 (stereo not given in full)	-4%	-1%	-11%[59 µM]	12%	-11%	0%	5%	11%	-5%
CCOC(=O)CSc1nnc(CNc2nc(-c3ccccc3)cs2)n1C	-7%	?	2%[12.7 µM]	11%	?	0%	4%	-2%	-10%
CCOC(=O)c1c(C)[nH]c(C(=O)OCC(=O)Nc2ccccc2)c1C	0%	-19%	9%[12.7 µM]	nt	-15%	nt	-6%	11%	-15%
COc1ccc(CCNC(=O)C2CC(c3ccc([N+](=O)[O-])cc3)=NO2)cc1 (stereo not given)	-3%	-8%	7%[59 µM]	1%	-20%	-5%	7%	-1%	0%
CCCCC(CC(C)O)c1n[nH]c(=S)n1-c1ccccc1 (stereo not given)	-15%	5%	5µM*	8%	28µM*	-1%	-5%	3%	0%
COc1cccc(C(=O)Nc2cc(NC(=O)c3ccco3)ccc2OC)c1	-8%	-8%	-3%[12.7 µM]	4%	-16%	-2%	2%	-3%	-6%
CCNC(=O)/C(=C/c1cccc([N+](=O)[O-])c1)NC(=O)c1ccc(C)cc1	-15%	-18%	12%	-1%	-6%	-2%	6%	-3%	-2%
O=C1CC(=C2c3ccccc3-c3ccccc32)C(=O)N1CCN1CCN(c2ccccc2)CC1	-9%	nt	nt	nt	?	nt	?	nt	-1%
CCOC(=O)N1CCN(C(=O)C2CCN(S(=O)(=O)N3CCC4(CC3)OCCO4)CC2)CC1	-2%	-2%	nt	46%[activator]	-3%	-1%	-4%	0%	-1%
O=C(Cc1ccc(Cl)cc1)Nc1ccc(Br)cc1	7%	-8%	1%	-22%	2%	-7%	82%[activator]	-9%	-14%
O=S(=O)(CCc1nc2ccccc2[nH]1)c1ccc(Cl)cc1	-10%	-18%	12%[59 µM]	26%	5%	1%	15%	-12%	-5%
O=C(CCSc1ccc(Cl)cc1)c1cccs1	-8%	12%	?	0%	20%	-10%	?	-6%	-1%
CN(C)C(=O)c1ccc(-c2nnc(OCc3nc4ccccc4n3C)c3ccccc23)cc1	-3%	nt	nt	nt	-8%[11.4 µM]	nt	56%[activator]	nt	-5%
CN(C)c1ccc(C(=O)OCC(=O)Nc2cccc(S(=O)(=O)N3CCCC3)c2)cc1	-28%	nt	nt	nt	-23%	nt	?	20%	-9%
CCOc1ccc(C2C(C(=O)c3ccco3)=C(O)C(=O)N2Cc2cccnc2)cc1 (stereo not given)	1%	-2%	-25%[12.7 µM]	2%	?	-5%	-3%	0%	-3%
Cc1cccc2c1c1ccc3c(c1n2C)C(=O)C=CC3=O	?	5µM*	2µM*	-15%	25µM*	-20%	?	?	0%
CN(C)/C=N/c1sc2c(c1C#N)CCCC2	-12%	?	50µM*	-3%	-32%	-10%	2%	0%	3%
O=[N+]([O-])c1nn(-c2ccc3c(c2)OCCO3)n(O)c1=NCc1ccc(F)cc1Cl	-11%	-20%	-4%[59 µM]	16%	-2%	0%	68%[activator]	-3%	0%
CCCCCCC(=O)c1c(C)[nH]c(C(=O)OCC)c1C	-12%	8%	-30%[59 µM]	6%	-25%	-5%	6%	-8%	-1%
CC(=O)NC(CC(=O)NC12CC3CC(CC(C3)C1)C2)c1ccccc1 (stereo not given)	-20%	0%	1%[59 µM]	34%	-8%	-2%	13%	-6%	-4%
O=c1ccn([C@@H]2O[C@H](CNCc3ccc(-n4cccn4)cc3)[C@@H](O)[C@H]2O)c(=O)[nH]1	-5%	nt	nt	nt	-13%	nt	-26%	nt	15%
CC1CCCC(NC(=O)CCC(=O)c2ccc(F)cc2)C1C (stereo not given)	?	10%	18%	17%	-12%[11.4 µM]	-3%	28%	8%	-10%
NC(=O)c1oc2ccccc2c1NC(=O)C1COc2ccccc2O1 (stereo not given)	4%	-10%	-46%	26%	-11%	1%	156%[activator]	-3%	-9%
CCCCOc1ccc(NC2=NC3(CCCCC3)N=C(N)N2)cc1	-17%	-6%	?	-4%	-22%	-13%	2%	3%	-8%
COc1ccc(C2NC(=O)c3sc4nc(C)c(C(C)=O)c(-c5ccc(Cl)cc5)c4c3N2)cc1 (stereo not given)	?	-10%	21%	6%	-8%	-7%	6%	4%	-3%
CCNc1nc(NCC)n2c(SCC(=O)Nc3ccc(NC(C)=O)cc3)nnc2n1	40µM*	50µM*	50µM*	nt	-25%	nt	?	?	?
CCCCC12CN3CC(C)(CN(C1)C3c1cc(Br)ccc1O)C2=O (stereo not given)	?	9%	10%[59 µM]	0%	-4%	-3%	0%	nt	-14%

Nine entries from above, sorted by length of the SMILES, ascending:
SMILES	Pol eta inh	BAZ2B inh	G9a inh	Pol beta inh	JMJD2A Tudor	BLM helicase inh	Pol iota inh	APE1 inh	POLK inh
O=C(CCSc1ccc(Cl)cc1)c1cccs1	-8%	12%	?	0%	20%	-10%	?	-6%	-1%
CN(C)/C=N/c1sc2c(c1C#N)CCCC2	-12%	?	50µM*	-3%	-32%	-10%	2%	0%	3%
Cc1cccc2c1c1ccc3c(c1n2C)C(=O)C=CC3=O	?	5µM*	2µM*	-15%	25µM*	-20%	?	?	0%
CCCCC12CN3CC(C)(CN(C1)C3c1cc(Br)ccc1O)C2=O (stereo not given)	?	9%	10%[59 µM]	0%	-4%	-3%	0%	nt	-14%
CC(=O)NC(CC(=O)NC12CC3CC(CC(C3)C1)C2)c1ccccc1 (stereo not given)	-20%	0%	1%[59 µM]	34%	-8%	-2%	13%	-6%	-4%
CN(C)c1ccc(C(=O)OCC(=O)Nc2cccc(S(=O)(=O)N3CCCC3)c2)cc1	-28%	nt	nt	nt	-23%	nt	?	20%	-9%
O=[N+]([O-])c1nn(-c2ccc3c(c2)OCCO3)n(O)c1=NCc1ccc(F)cc1Cl	-11%	-20%	-4%[59 µM]	16%	-2%	0%	68%[activator]	-3%	0%
CCOC(=O)N1CCN(C(=O)C2CCN(S(=O)(=O)N3CCC4(CC3)OCCO4)CC2)CC1	-2%	-2%	nt	46%[activator]	-3%	-1%	-4%	0%	-1%
COc1ccc(C2NC(=O)c3sc4nc(C)c(C(C)=O)c(-c5ccc(Cl)cc5)c4c3N2)cc1 (stereo not given)	?	-10%	21%	6%	-8%	-7%	6%	4%	-3%

Another view of some results above:
CCCCCCC(=O)c1c(C)[nH]c(C(=O)OCC)c1C
  Pol eta inh: -12%
  BAZ2B inh: 8%
  G9a inh: -30%[59 µM]
  Pol beta inh: 6%
  JMJD2A Tudor: -25%
  BLM helicase inh: -5%
  Pol iota inh: 6%
  APE1 inh: -8%
  POLK inh: -1%
O=[N+]([O-])c1nn(-c2ccc3c(c2)OCCO3)n(O)c1=NCc1ccc(F)cc1Cl
  Pol eta inh: -11%
  BAZ2B inh: -20%
  G9a inh: -4%[59 µM]
  Pol beta inh: 16%
  JMJD2A Tudor: -2%
  BLM helicase inh: 0%
  Pol iota inh: 68%[activator]
  APE1 inh: -3%
  POLK inh: 0%

Not all compounds are listed, so the mix of outcomes need not match the whole.
